Source: PubChem (several laboratories)
KOR beta-arrestin-1 – KOR agonists, beta-arrestin recruitment, primary screen, cell-based, luminescence, uHTS (AID 1777). Kappa-type opioid receptor (Homo sapiens). KOR beta-arrestin recruitment, luminescence; higher % means a stronger effect. one-dose activation, % at 10 µM; EC50 in µM for titrated hits. 280,000 tested, 0.02% active; in the data active means activation above about 50%, passing the limit was not always enough; further: a part of the inactive calls stands beside numbers as strong as those of hits
Dynein cargo inh – inhibitors of GR-EGFP nuclear translocation, primary screen, dynein cargo transport inhibitor project, imaging, high-content, 3617.4 mouse cells. test concentration mostly 20 µM; stimulated with dexamethasone, 1 µM; hits give low values. z-score, hits read low. 220,000 tested, 0.47% active. AID 1381, 2008;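 active means plate z-score of nuclear minus cytoplasmic receptor signal below a set negative limit, without overly bright fluorescence or cell loss, cut at about -3.5 in these data, passing the limit was not always enough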;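 further: z-score of nuclear minus cytoplasmic ring GR-EGFP intensity difference per well; some compounds called inactive have numbers as strong as hits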
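medium = tetracycline-free induction medium containing charcoal-stripped FBS | probe or stimulus = dexamethasone, 1.0 µM final | timing = 48 h induction, then 1 h compound, then 30 min agonist, 37 °C | detection = automated 10x imaging of fixed Hoechst-stained cells | read-out basis = nuclear versus cytoplasmic GR-EGFP signal, averaged per well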
HEK293 NOD2/NF-kB – NOD2 signaling inhibitors, cell-based, luminescence, uHTS, HEK293 (AID 1566); 290,000 tested, 0.63% active; HEK293 NOD2/NF-kB luciferase reporter, luminescence; higher % means a stronger effect; inhibition, % at 4 µM; hits with a dose series show EC50 in µM; further: many of its hits are not listed in these tables
AID2073 – inhibitors of Mint1-CaV2.2 protein interaction, biochemical, HTRF (AID 2073); one-dose inhibition, % at 20 µM; IC50 in µM for titrated hits; 290,000 tested, 0.19% active; HTRF protein-protein interaction, Mint1-CaV2.2; higher % means a stronger effect; Voltage-dependent N-type calcium channel subunit alpha-1B (Homo sapiens); in the data active means inhibition mostly above about 51%, no sharp cut-off; inconclusive means no clear call, values can overlap the other calls; inactive means mostly below about 53%; further: some results filed as inactive read as strong as hits
GPR55 activation – GPR55 agonists via beta-arrestin recruitment, primary screen, imaging, U2OS cells, beta-arrestin-GFP redistribution (AID 1961); G-protein coupled receptor 55 (Homo sapiens); activation, % at 10 µM; hits with a dose series show EC50 in µM; U2OS GPR55 beta-arrestin-GFP redistribution imaging; higher % means a stronger effect; 290,000 tested, 0.048% active;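 active means activation above 40% with more than 50 cells counted in the well; inconclusive means wells holding fewer than 50 cells, flagged as toxic or sparse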;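 further: U2OS osteosarcoma cells stably expressing GPR55 and beta-arrestin-GFP; plate controls were DMSO negative control for no effect and LPI positive control for full effect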
NOD1 inhibition – NOD1 signaling inhibitors, primary screen, cell-based, luminescence, uHTS (AID 1578); 290,000 tested, 1% active; NOD1-driven NF-kB luciferase reporter cells, luminescence; higher % means a stronger effect; one-dose inhibition, % at 4 µM; EC50 in µM for titrated hits; in the data active means inhibition mostly above about 36%, no sharp cut-off; inactive means mostly below about 34%;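 further: HEK-293T reporter cells stimulated with the NOD1 agonist gamma-tri-DAP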
P. falciparum M1AAP – P. falciparum M1AAP inhibitors, biochemical, fluorogenic H-Leu-NHMec substrate, 1536-well (AID 1445). Aminopeptidase N (Plasmodium falciparum (isolate 3D7)). recombinant M1AAP, H-Leu-NHMec fluorogenic kinetic assay; higher % means a stronger effect. inhibition, % at 30 µM; hits with a dose series show IC50 in µM. 220,000 tested, 0.42% active;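 active means primary inhibition above the hit cutoff, then over 50% inhibition at one or more dose response concentrations, cut at about 23% in these data, passing the limit was not always enough; inconclusive means conflicting primary data, or primary hits not chosen for dose response; inactive means low primary inhibition, or under 50% at every dose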;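 further: plate controls were DMSO full reaction for no effect and no enzyme background for full effect; strong numbers were not always called active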
KOR beta-arrestin-2 – KOR antagonists, beta-arrestin recruitment, cell-based, luminescence, uHTS (AID 1778); KOR beta-arrestin recruitment, luminescence, antagonist mode; higher % means a stronger effect; inhibition, % at 10 µM; hits with a dose series show IC50 in µM; 290,000 tested, 0.091% active; further: strong numbers were not always called active
M17LAP inhibition – P. falciparum M17LAP inhibitors, primary screen, biochemical, fluorogenic H-Leu-NHMec substrate, 1536-well (AID 1619). Leucine aminopeptidase (Plasmodium falciparum (isolate 3D7)). 220,000 tested, 0.38% active. recombinant M17LAP, H-Leu-NHMec fluorogenic kinetic assay; higher % means a stronger effect. one-dose inhibition, % at 30 µM; IC50 in µM for titrated hits;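 active means compound inhibiting the enzyme by more than half at any dose during confirmatory dose-response retesting; inconclusive means strong single-dose inhibitors picked by rank but not retested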;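 further: plate controls were full reaction with DMSO carrier for no effect and no enzyme background for full effect; strong numbers were not always called active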
Dynein cargo inh cytoplasmic EGFP – further read-out of Dynein cargo inh, marked with its call; z-score; measured here: cytoplasmic GR-EGFP intensity; hits give high values
Dynein cargo inh nuclear GR-EGFP – second read-out of Dynein cargo inh, no call of its own (marks repeat the call); z-score; measured here: nuclear GR-EGFP intensity;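 lower value marks the stronger effect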
Dynein cargo inh cell count – second read-out of Dynein cargo inh, no call of its own (marks repeat the call); z-score; measured here: cell count per field
Active calls of the source: *; ? = inconclusive; nt = not tested or not shown; [ ] = dose if it differs, or a comment. Unless noted, no stated cut-off is given here; in the data, active means inhibition above about 50%; inactive means the rest. Only part of the results is shown, so the mix of outcomes need not match the whole.

SMILES	KOR beta-arrestin-1	Dynein cargo inh	Dynein cargo inh cytoplasmic EGFP	Dynein cargo inh nuclear GR-EGFP	Dynein cargo inh cell count	HEK293 NOD2/NF-kB	AID2073	GPR55 activation	NOD1 inhibition	P. falciparum M1AAP	KOR beta-arrestin-2	M17LAP inhibition
COc1cc(CNc2ccc3[nH]c(=O)[nH]c3c2)ccc1OCc1ccc(Cl)cc1	1.4%	nt	nt	nt	nt	22%	-17%	-0.1%	40%	nt	-10%	nt
Cc1ccc(SCc2nc(-c3ccccn3)no2)cc1	0.3%	-1.5	-0.11	-0.65	0.58	-63%	2%	-0.1%	-46%	-6%	46%	3%
CCOC(=O)c1cn(CC)c2ccc(S(=O)(=O)N3CC(C)CC(C)C3)cc2c1=O (centres undefined)	8.0%	0.093	-0.18	0.23	-0.44	10%	6%	-0.3%	-11%	-4%	22%	0%
CN(C)NC(=O)c1cccc(Cl)c1	-1.7%	-0.093	-0.27	-0.45	0.88	-4%	6%	-0.1%	-9%	1%	9%	-1%
CS(=O)(=O)Nc1ccc(C(=O)NC2CC3CCC2C3)cc1 (centres undefined)	0.1%	-0.097	-0.25	-0.0057	0.11	12%	4%	-0.1%	7%	13%	-18%	6%
C=CCN1C(=NC(=O)CC)SC2CS(=O)(=O)CC21 (centres undefined)	-1.9%	-0.47	-0.45	-0.073	0.19	17%	8%	-0.1%	16%	-1%	-4%	-5%
CCOC(=O)c1cn2cccnc2n1	7.7%	-0.78	-0.21	-0.23	0.88	5%	9%	0.5%	-6%	4%	-23%	-36%
O=C(c1ccco1)N1CCN(c2nc3ccsc3c(=O)s2)CC1	-4.2%	-0.81	-0.16	-0.21	0.22	-27%	41%	-0.2%	-28%	4%	22%	4%
O=C(NCCCn1ccnc1)C(=O)NCC1OCCN1S(=O)(=O)c1ccc2c(c1)OCCO2 (centres undefined)	8.7%	-0.76	-0.26	0.24	0.44	9%	?	-0.1%	-4%	-1%	-34%	1%
Cc1cccc(C(=O)N2CCNC(=O)C2CC(=O)Nc2cccc(Cl)c2)c1 (centres undefined)	-2.2%	nt	nt	nt	nt	-10%	-8%	0.0%	-36%	nt	-2%	nt
Cn1c(SCc2cc(=O)[nH]c3ccccc23)nnc1-c1ccco1	-1.1%	0.11	-0.19	0.9	0.1	1%	31%	0.3%	-7%	1%	15%	10%
CCCCN(CC)C(=O)Cn1ncc2c1-c1cc(C)ccc1OC2	-1.5%	1.2	0.028	0.96	-1.1	-3%	34%	-0.2%	-11%	17%	15%	11%
Clc1nc(Cl)nc(-c2cn(-c3ccccc3)c3ccccc23)n1	4.6%	-0.093	0.036	-0.12	0.33	-3%	2%	-0.1%	0%	2%	16%	-2%
CC1CCCCC1NC(=O)COC(=O)Cc1ccc(Br)cc1 (centres undefined)	-3.8%	0.053	-0.21	-0.28	0.24	-2%	26%	0.6%	-27%	0%	13%	0%
C/C(=N/NS(=O)(=O)c1ccc(C)cc1C)c1ccc2c(c1)OCO2	8.2%	nt	nt	nt	nt	23%	-15%	-0.1%	30%	nt	-44%	nt
C/C(N)=C(/C#N)C(=O)COC(=O)c1cc(-c2ccc(Br)cc2)nc2ccccc12	4.4%	-0.11	-0.14	-0.19	-0.57	-6%	10%	-0.2%	40%	7%	-14%	13%
Cc1cccc(NC(=O)CSc2nnc(CNC(=O)c3ccc(S(=O)(=O)N(C)C)cc3)n2-c2ccccc2)c1	4.9%	-1	0.36	0.099	0.18	13%	-9%	0.5%	-5%	10%	9%	8%
COc1ccccc1-n1cnc2cc(C(=O)NCc3ccco3)ccc21	2.0%	2.4	-0.093	1.9	-1.5	-28%	12%	0.0%	nt	11%	6%	6%
O=[N+]([O-])c1cccc(-c2nc(-c3ccccc3)c(-c3cccs3)[nH]2)c1	1.9%	-0.38	-0.16	-0.27	0.35	7%	7%	0.0%	-1%	9%	-11%	-10%
CC(=O)Nc1ccc(S(=O)(=O)Nc2ccc(=O)n(Cc3ccc(Cl)c(Cl)c3)c2)cc1	-1.5%	0.14	-0.34	0.37	-0.63	20%	16%	0.3%	-32%	5%	5%	4%
COc1cc(OC)cc(C(=O)Nc2ccc(CN3CCCCC3)cc2)c1	-2.8%	1.8	0.28	1.8	-2.1	8%	2%	-0.1%	-12%	0%	-14%[20 µM]	-1%
C=CCSc1nc2ccccc2c(=O)[nH]1	7.1%	0.26	-0.19	0.19	-0.35	2%	4%	-0.1%	-27%	9%	-25%	-3%
Cc1cc(/C(N)=N/OC(=O)c2ccc(Cl)cc2)no1	-0.8%	-0.074	-0.3	-0.45	1	-88%	6%	-0.1%	2%	1%	0%	0%
O=C(c1ccccc1-n1cccc1)N1N=C(C(F)F)CC1(O)C(F)F (centres undefined)	0.8%	-0.83	-0.27	-0.73	0.6	4%	-3%	0.3%	-21%	2%	25%	-2%
CCCc1nc(NCCCOCC)c2nnn(Cc3ccccc3)c2n1	-3.8%	nt	nt	nt	nt	3%	8%	-0.1%	-12%	nt	-12%[20 µM]	nt

Two records picked at random from the list so far, as already listed:
SMILES	KOR beta-arrestin-1	Dynein cargo inh	Dynein cargo inh cytoplasmic EGFP	Dynein cargo inh nuclear GR-EGFP	Dynein cargo inh cell count	HEK293 NOD2/NF-kB	AID2073	GPR55 activation	NOD1 inhibition	P. falciparum M1AAP	KOR beta-arrestin-2	M17LAP inhibition
Clc1nc(Cl)nc(-c2cn(-c3ccccc3)c3ccccc23)n1	4.6%	-0.093	0.036	-0.12	0.33	-3%	2%	-0.1%	0%	2%	16%	-2%
COc1ccccc1-n1cnc2cc(C(=O)NCc3ccco3)ccc21	2.0%	2.4	-0.093	1.9	-1.5	-28%	12%	0.0%	nt	11%	6%	6%

Later entries:
SMILES	KOR beta-arrestin-1	Dynein cargo inh	Dynein cargo inh cytoplasmic EGFP	Dynein cargo inh nuclear GR-EGFP	Dynein cargo inh cell count	HEK293 NOD2/NF-kB	AID2073	GPR55 activation	NOD1 inhibition	P. falciparum M1AAP	KOR beta-arrestin-2	M17LAP inhibition
Cc1cc2cccc(C)c2nc1SCC(=O)NCC1CCCO1 (centres undefined)	nt	-0.37	-0.31	-0.088	0.079	-7%	10%	0.0%	-34%	7%	-27%[20 µM]	-14%
O=c1c(Cc2ccc(F)cc2)c(O)ccn1CCc1ccccn1	-0.7%	-0.26	-0.29	-0.092	0.29	2%	8%	-0.1%	-33%	0%	26%	-6%
COc1cccc(CNC(=O)C2CCN(C(=O)N3CC(C)Oc4ccccc43)CC2)c1 (centres undefined)	-1.2%	nt	nt	nt	nt	-11%	5%	0.0%	-23%	nt	16%[20 µM]	nt
O=C(Cn1c(=S)[nH]c2ccccc2c1=O)NCCc1ccccc1	1.9%	-0.88	-0.15	-0.58	0.23	-9%	-10%	0.3%	-53%	8%	-30%	23%
COC(=O)c1ccccc1NC(=O)CSc1n[nH]c(C)n1	-7.9%	2.7	-0.13	1.3	-1.8	9%	-4%	-0.2%	-18%	-1%	24%	-5%
O=C(Nc1ccc(Br)c(Cl)c1)C1CC1	0.7%	-0.51	-0.25	-0.33	0.59	17%	38%	0.1%	15%	-6%	-17%	-21%
Cc1ccccc1NC(=S)NC1CCN(Cc2ccccc2)CC1	-1.0%	-0.17	-0.21	-0.056	0.035	-7%	-2%	0.7%	-35%	-2%	4%	-1%
O=C(Nc1cc(Cl)ccc1Oc1ccccc1)c1ccc(F)cc1	1.3%	0.7	-0.18	0.28	-0.68	33%	-4%	0.2%	2%	8%	20%	-8%
O=c1cc(CN2CCN(c3ccc(F)cc3)CC2)nc2sccn12	-2.7%	0.13	-0.21	0.77	-0.48	22%	2%	0.1%	1%	10%	-12%	8%
COc1ccc(CCNC(=O)CCCN2C(=O)c3ccccc3C2=O)cc1	-4.7%	-0.93	-0.28	0.29	-0.3	26%	2%	-0.1%	-3%	-5%	-28%[20 µM]	-2%
O=C(COc1cccc(C(F)(F)F)c1)Nc1ccc(S(=O)(=O)N2CCCC2)cc1	0.9%	0.2	-0.21	0.27	0.058	-6%	-4%	0.2%	8%	2%	24%	8%
Cc1oc(-c2ccccc2)nc1CS(=O)CC(=O)NC1CCCC1 (centres undefined)	3.4%	nt	nt	nt	nt	2%	1%	-0.1%	-6%	nt	-10%[20 µM]	nt
Cc1ccc(-c2nc3ncccc3n2O)cc1	0.5%	nt	nt	nt	nt	-2%	8%	-0.1%	-14%	nt	-5%	nt
CCOC(=O)C1CCN(Cc2cc(C(C)C)c(O)c(C(C)C)c2)CC1	-4.5%	-1.2	-0.11	-0.53	0.47	17%	-2%	-0.3%	-14%	2%	24%	-3%
Cc1ccc(NC(=O)C2CCN(C(=O)[C@@H]3Cc4ccccc4CN3)CC2)cc1	5.6%	nt	nt	nt	nt	-47%	4%	-0.2%	-28%	nt	-34%	nt

Limited to Dynein cargo inh, P. falciparum M1AAP and GPR55 activation, for five of the compounds above:
| SMILES | Dynein cargo inh | P. falciparum M1AAP | GPR55 activation |
| --- | --- | --- | --- |
| O=c1cc(CN2CCN(c3ccc(F)cc3)CC2)nc2sccn12 | 0.13 | 10% | 0.1% |
| COc1ccc(CCNC(=O)CCCN2C(=O)c3ccccc3C2=O)cc1 | -0.93 | -5% | -0.1% |
| O=C(COc1cccc(C(F)(F)F)c1)Nc1ccc(S(=O)(=O)N2CCCC2)cc1 | 0.2 | 2% | 0.2% |
| Cc1oc(-c2ccccc2)nc1CS(=O)CC(=O)NC1CCCC1 (centres undefined) | nt | nt | -0.1% |
| Cc1ccc(-c2nc3ncccc3n2O)cc1 | nt | nt | -0.1% |
